RXFP1 antag – RXFP1 (human) relaxin receptor antagonism; Q9HBX9; HEK293-RXFP1, relaxin-stimulated cAMP HTRF, 30 min; stronger effect = lower value; activity change, negative = inhibition, % at 57.5 µM; 350,000 tested, 0.59% active;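 active = activity change of -60% or lower, but not beyond a set lower limit; inconclusive = change between -60% and -40%, or beyond the set limit; inactive = change above -40%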; also: % is scaled to controls: 0 for no effect and ±100 for the full control effect
D1 antag – human D1 dopamine receptor antagonism; P21728; HEK293 TREx D1 cells, calcium flux, dopamine EC80; stronger effect = lower value; activity change, negative = inhibition, % at 10 µM; 360,000 tested, 3.2% active; in the data active = activity change below about -30%; also: % is scaled to controls: 0 for no effect and ±100 for the full control effect
Target sequence (P21728 whole entry, looked up): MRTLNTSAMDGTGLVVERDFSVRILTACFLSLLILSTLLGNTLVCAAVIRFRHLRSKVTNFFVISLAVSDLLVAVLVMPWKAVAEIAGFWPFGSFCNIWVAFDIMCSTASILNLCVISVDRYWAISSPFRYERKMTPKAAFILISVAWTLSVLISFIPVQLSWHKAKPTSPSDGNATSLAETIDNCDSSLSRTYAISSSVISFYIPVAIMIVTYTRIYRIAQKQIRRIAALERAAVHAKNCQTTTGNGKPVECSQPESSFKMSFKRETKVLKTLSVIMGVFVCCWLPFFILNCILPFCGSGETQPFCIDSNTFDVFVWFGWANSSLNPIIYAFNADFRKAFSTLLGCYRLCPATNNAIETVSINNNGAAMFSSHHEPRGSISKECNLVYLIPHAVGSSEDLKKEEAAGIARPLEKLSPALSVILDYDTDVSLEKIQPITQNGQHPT
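Kinetic fluorescence of a calcium dye serves as the read-out. D1-expressing Hek293 Trex cells, induced overnight at 30 C, are exposed to compound for 180 s before an EC80 dopamine addition, then read 180 s further.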
TRHR PAM – TRH receptor (human) allosteric enhancement. 360,000 tested, 0.66% active. TRHR cells, fluo-8 calcium fluorescence, EC20 TRH enhancement. enhancement, % at 2 µM. P34981; in the data active = enhancement above about 30%; also: 0% is about no effect
Target sequence (P34981 whole entry, looked up): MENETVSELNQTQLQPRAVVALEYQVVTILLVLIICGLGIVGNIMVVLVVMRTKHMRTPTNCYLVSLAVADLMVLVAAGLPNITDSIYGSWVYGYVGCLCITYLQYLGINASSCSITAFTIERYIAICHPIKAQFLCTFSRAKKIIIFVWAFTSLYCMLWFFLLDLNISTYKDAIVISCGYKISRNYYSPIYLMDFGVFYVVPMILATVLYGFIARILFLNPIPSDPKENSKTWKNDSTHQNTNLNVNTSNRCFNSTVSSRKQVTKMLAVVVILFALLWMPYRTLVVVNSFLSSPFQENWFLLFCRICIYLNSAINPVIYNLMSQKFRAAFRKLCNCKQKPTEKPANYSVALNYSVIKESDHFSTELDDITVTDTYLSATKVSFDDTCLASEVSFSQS
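Enhancer read-out: after compound pinning and an initial kinetic agonist-mode read, an EC20 of TRH (10 nM final) was injected and fluo-8 calcium signal (Ex 480/Em 530) followed at 1 s/cycle for 100 cycles in TRHR-expressing cells.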
D1 potentiator – potentiators of human D1 dopamine receptor | P21728 | HEK293 TREx D1 cells, calcium flux, dopamine EC20 potentiation | potentiation, % at 10 µM | 360,000 tested, 0.036% active; in the data active = potentiation above about 30%; also: 0% is about no effect
RXFP1 agonist – RXFP1 (human) receptor agonism; Q9HBX9; HEK293T-RXFP1 cAMP TR-FRET, 30 min; response scale: percent of porcine relaxin response, buffer zero; Potency, µM (highest dose often 57.5 µM), inactives show at the top dose activation, hits mostly activators; 370,000 tested, 0.3% active; AID 2676; also: potency is read from the fitted curve at half-maximal effect; % is scaled to controls: 0 for no effect and ±100 for the full control effect; nearly all actives have a fitted effect of over 60% in size; many of its hits are not listed in these tables
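HEK293T cells stably expressing RXFP1 were pretreated with the PDE4 inhibitor Ro 20174, exposed to compounds for 30 min at 37C, lysed, and cAMP was read by TR-FRET. Data normalized to buffer (basal) and 29 nM porcine relaxin (100%).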
D2 potentiator – D2 dopamine receptor (human) potentiation; potentiation, % at 10 µM; 340,000 tested, 0.34% active; AID 485347; HEK293 T-REx D2, calcium flux, EC20 dopamine potentiation;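 active = potentiation over 3 SD above the plate norm, cut at about 30% in these data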; also: 0% is about no effect
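Primary screen. Calcium kinetics in induced HEK293 T-REx D2 cells: compound pre-addition 180 s, EC20 dopamine, 180 s more.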
D1 ag – agonists of human D1 dopamine receptor; 360,000 tested, 1% active; HEK293 T-REx D1 cells, calcium flux, agonist mode; activation, % at 2 µM; P21728; in the data active = activation above about 30%; also: 0% is about no effect
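Agonism was scored from calcium flux recorded over 180 s (1 read/s) after pintool compound addition, following a 10-cycle baseline. Cells were inducible force-coupled HEK293 TREx D1, plated overnight at 30 C and loaded with no-wash calcium dye.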
Anesthetic bind – binds horse apoferritin like a general anesthetic; Potency, µM (titrated, usually from 77.5 µM), without a hit: top-dose activity change, negative = displacement, most hits filed as inhibitors; AID 485281; apoferritin/1-aminoanthracene competitive binding, fluorescence; 350,000 tested, 0.074% active; also: potency is read from the fitted curve at half-maximal effect; % is scaled to controls: 0 for no effect and ±100 for the full control effect; nearly all actives have a fitted effect of over 20% in size
Target sequence (P02791 2-175 limits assumed): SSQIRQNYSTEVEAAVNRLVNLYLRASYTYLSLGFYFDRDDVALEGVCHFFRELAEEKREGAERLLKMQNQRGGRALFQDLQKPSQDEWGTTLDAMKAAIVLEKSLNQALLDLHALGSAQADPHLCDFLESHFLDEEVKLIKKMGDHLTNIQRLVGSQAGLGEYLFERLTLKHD
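Horse-spleen apoferritin (10 uM) was mixed with 50% saturated 1-aminoanthracene in PBS, exposed to compounds for 10 min at room temperature, and read for fluorescence (ex 380 nm, em 535 nm). Competitive displacement was fitted with a four-parameter Hill equation.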
TRHR ag – agonists of human TRH receptor. AID 493084. P34981. 360,000 tested, 0.18% active. TRHR cells, calcium flux fluo-8, FDSS agonist mode. activation, % at 2 µM; in the data active = activation above about 30%; also: 0% is about no effect
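Agonist-mode FDSS calcium read (Ex 480/Em 530, 1 s cycles) in 1536-well TRHR cells with fluo-8 dye, after 10-cycle baseline and 23 nL compound addition; TRH at EC20 (10 nM final) added afterwards for the enhancer phase.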
Starred values were filed as active, the others as inactive; ? = inconclusive; · = no result given; [ ] = dose if it differs, or a comment. Unless noted, calls follow the shape of the dose curve; as a rule, active = well fitted curve in the direction sought with a large enough effect; inconclusive = small, poorly fitted or top-dose-only effect, or another doubt; inactive = no such curve, though single readings can be large; an effect the other way counts as inactive or inconclusive.

SMILES	RXFP1 antag	D1 antag	TRHR PAM	D1 potentiator	RXFP1 agonist	D2 potentiator	D1 ag	Anesthetic bind	TRHR ag
COc1ccc(/C=N/NC(N)=S)cc1	-14	0	0	-2	0.3%	7	1	-2%	0.6
CS(=O)(=O)c1ccc2nc(NC(=O)C3CCCCC3)sc2c1	21	-9	-1	-6	0.3%	-19	1	-11%	0.3
CN(C)CCNC(=O)C(=O)NCC1CCCN1S(=O)(=O)c1cccs1 (configuration not stated)	-3	-11	5	2	-0.4%	-14	3	·	0.5
O=c1oc(-c2ccccc2)nc2ccsc12	10	24	-2	-4	-1.6%	11	0	-6%	1.2
CC(=O)c1ccc(OC(=O)C(CCS(C)(=O)=O)N2C(=O)c3ccccc3C2=O)cc1 (configuration not stated)	24	-15	6	-5	2.1%	-13	4	1%	-0.3
CCCn1c(N)c(C(=O)CSc2nncs2)c(=O)[nH]c1=O	10	-13	41*	·	2.5%	-4	4	·	0.0
COc1ccc(CC(=O)n2nc(-c3ccc(Cl)cc3)nc2NCc2ccco2)cc1	9	-14	4	-2	-0.6%	-15	7	-12%	0.2
Cc1ccc(NC(=O)Cn2cnc3c(oc4ccccc43)c2=O)cc1Cl	7	6	2	-4	-1.7%	-1	0	43%[activator]	-0.6
Cc1ccccc1OCC(=O)N/N=C/c1ccc(Sc2nc3ccccc3s2)o1	-1	10	9	-3	1.9%	19	0	?	0.8
N#Cc1ccccc1Sc1ccccc1C(=O)OCC(=O)NC1CCS(=O)(=O)C1 (configuration not stated)	-12	10	0	0	0.2%	1	1	-7%	0.2
CCN(CC)c1ccc2c(c1)C(=O)N(C)C2=O	-1	-13	0	-5	3.4%	-2	19	0%	-2.5
CC1Cc2nc(SCC(=O)NC3CCCCC3)n(C)c(=O)c2S1 (configuration not stated)	-1	10	-4	-2	0.5%	-1	3	0%	-0.9
CCCCn1c(=O)c2ccccc2n2c(=S)[nH]nc12	-15	-2	-5	-10	5.7%	·	1	2%	-0.6
CCC(C)NC(=O)Cn1c(=O)c2cccn2c2ccc(F)cc21 (configuration not stated)	-2	6	-1	-4	4.8%	1	2	-8%	0.2
COc1ccc(N2C(=NC(=O)CC3CCCCC3)SC3CS(=O)(=O)CC32)cc1 (configuration not stated)	-4	-11	-3	-11	1.0%	-4	2	-2%	0.8
CC1=C(/C=C/C(=O)O)C(C)(C)CCC1	-8	-6	-7	-1	0.1%	8	2	-9%	-0.3
O=C(NC(NC(=S)Nc1cccc(Cl)c1)C(Cl)(Cl)Cl)OCc1ccccc1 (configuration not stated)	1	1	1	-4	7.6%	5	4	-20%	0.7
O=[N+]([O-])/C(C(Cl)=C(Cl)Cl)=C(/Sc1ccccc1)N1CCCCC1	-1	0	1	0	-0.5%	3	1	1%	-0.2
CCOC(=O)C1=C(C)N(CCCC(=O)O)C(=O)NC1c1ccc(Cl)cc1 (configuration not stated)	·	5	4	0	1.7%	·	4	-3%	0.1
Cc1ccc(CN2C(=O)c3ccccc3Sc3ccc(C(=O)OCc4ccco4)cc32)cc1	·	12	19	-3	2.2%	-1	11	-11%	0.6
O=C(Nc1ccc(F)cc1)OCCOc1ccc(Br)cc1	-9	-55*	-5	2	-1.3%	-4	7	-15%	-0.5
CC(C)NC(=S)NCc1cccnc1	3	-7	-1	-5	1.0%	7	2	-10%	0.8
O=C(C1CCC(CNc2c(N3CCCCC3)c(=O)c2=O)CC1)N1CCCCC1 (configuration not stated)	·	-3	3	·	0.6%	5	3	0%	-0.2
CCCCOC(=O)c1ccc(NC(=O)c2cnc3n(c2=O)CCS3)cc1	-4	-15	1	-8	0.5%	-1	7	-9%	0.6
N#Cc1cc([N+](=O)[O-])c(-n2nnc3ccccc32)c([N+](=O)[O-])c1	38	-1	13	1	0.0%	3	1	-10%	-0.1

The list goes on.
SMILES	RXFP1 antag	D1 antag	TRHR PAM	D1 potentiator	RXFP1 agonist	D2 potentiator	D1 ag	Anesthetic bind	TRHR ag
O=C(Nc1ccc2c(c1)nc1n2CCN(C2CCCCC2)C1)c1ccco1	-5	11	7	4	0.0%	·	0	-15%	0.0
Cc1c(Cl)cccc1NC(=O)Cn1nnc(-c2nc(-c3ccccc3)no2)c1N	-3	-10	3	-1	8.2%	-5	3	3%	0.7
CC(C)OCCCNC(=O)c1cn(C)c2ccc(S(=O)(=O)N3CCCC3)cc2c1=O	-15	10	1	3	1.6%	6	1	-4%	-0.1
Cc1ccccc1NC(=O)CN(C)S(=O)(=O)c1cccc2cccnc12	·	-25	-1	-2	4.5%	2	2	-7%	0.0
CC1Cc2cc(C3(O)C(=O)c4ccccc4C3=O)ccc2N1 (configuration not stated)	7	-4	-2	0	-0.5%	6	0	?	-0.5
CC1=C(OC(=O)c2ccccc2)C(C)(C)C(c2ccc(Br)cc2)OC1=O (configuration not stated)	-12	·	7	1	0.7%	5	1	?	1.0
CCN(CC(=O)NCc1ccc(Cl)cc1)C(=O)COc1ccc(C)cc1C	-15	3	9	-11	-1.9%	-4	0	-13%	2.0
N#CCC(=O)N/N=C/c1ccc(OCC(=O)Nc2ccc(F)cc2)cc1	-9	-10	2	-5	0.5%	2	12	7%	1.2
CCC(C)(C)NC(=O)Cc1ccc(Cl)cc1	7	12	-1	5	-0.9%	8	5	-10%	-1.4
O=C(COc1ccc(Cl)cc1Cl)NNC(=S)NCc1ccco1	-6	9	0	-8	0.1%	-7	0	-12%	1.0
CC(C)(C)NC(=O)CSc1nnc(C2CC2)n1Cc1ccccc1	6	9	10	-7	-0.3%	8	2	-16%	0.4
Cc1ccc(/C=C2\SC(=S)N(CC(=O)Nc3ncc(Cc4ccccc4Cl)s3)C2=O)cc1	·	1	-2	-6	0.6%	-5	4	-10%	-0.1
O=C(NCCc1ccccc1F)c1cccc2cccnc12	0	-5	1	-8	2.7%	-11	2	-10%	-1.0
COc1ccc(N2CCN(CCCNC(=O)CC3Oc4ccc(C)cc4NC3=O)CC2)cc1 (configuration not stated)	·	-8	1	1	-1.1%	-31	-1	-15%	-0.5
O=C1c2cccnc2C(Nc2ccccc2)N1Cc1ccco1 (configuration not stated)	14	-4	10	3	-1.7%	1	1	-19%	0.6
CC(=O)OCC(=O)N1N=C(c2ccc3ccccc3c2)CC1c1ccccc1 (configuration not stated)	-5	-21	0	-2	1.1%	-2	8	-3%	1.9
COc1ccccc1N(C)S(=O)(=O)c1ccc(C(=O)OCC(=O)Nc2ccc(C(N)=O)cc2)cc1	-30	-5	5	·	-1.1%	5	16	·	0.9
O=C(CN1CCCCC1)c1c[nH]c2ccccc12	-1	1	-5	2	-0.1%	7	9	-12%	1.9
CCOC(=O)C1=NN(c2ccc([N+](=O)[O-])cc2)CC1C(=O)OC (configuration not stated)	12	7	-2	-9	?	3	3	?	-0.6
O=C(NCc1ccc(F)cc1F)c1cc(COc2c(F)cccc2F)on1	-3	-22	-1	-5	2.3%	-5	7	?	-0.5
CC(=O)C1=C(c2ccccc2)NC(=S)NC1c1cc(Cl)c(OC(C)C)c(Cl)c1 (configuration not stated)	-18	3	-5	3	4.4%	6	14	-12%	6.0
COc1ccc(OCC(=O)N2CCN(c3nnc(-c4ccc(C)cc4)c4ccccc34)CC2)cc1	-14	-3	-1	-7	1.7%	-5	3	7%	-0.4
Cc1cccc2c(=O)c(C(=O)NCc3ccc(F)cc3)c[nH]c12	5	1	-4	0	6.7%	1	0	-14%	0.1
O=C(Nc1nncs1)c1c(F)c(F)c(F)c(F)c1F	-9	-3	-8	11	0.1%	-5	6	0%	-0.1
CCc1nnc(NS(=O)(=O)c2ccc(N/C=C(\C=O)c3nc4cc(Cl)ccc4o3)cc2)s1	-2	-6	-4	-2	1.1%	·	7	-16%	2.0

(next part)
SMILES	RXFP1 antag	D1 antag	TRHR PAM	D1 potentiator	RXFP1 agonist	D2 potentiator	D1 ag	Anesthetic bind	TRHR ag
Cc1ccc(C)c(C(=O)OCC(=O)Nc2ccc(N3CCOCC3)cc2)c1	9	-14	5	-4	-0.9%	8	3	-8%	0.6
COc1ccc(CCC(=O)OCC(=O)N2CCN(S(=O)(=O)c3ccc(C)cc3C)CC2)cc1	-7	-11	-5	2	-0.6%	6	14	·	0.9
Cn1c(C(=O)OC(C(=O)NC2CCCCC2)c2ccncc2)cc2sccc21 (configuration not stated)	0	-2	6	-7	3.7%	9	2	-13%	-1.9
COc1ccc(CCNC(=O)/C=C/c2ccc(C)cc2)cc1OC	-3	9	-1	-4	-2.6%	4	-1	-9%	-0.8
Cc1ncccc1C(=O)N1CCCC(CNC(=O)c2ccc(-c3ccccc3)cc2)C1 (configuration not stated)	-1	-6	9	-5	-0.2%	7	6	-3%	-3.0
Cc1cc(C)c(C#N)c(Nc2ccccc2Cl)n1	5	4	0	-5	8.1%	10	2	-6%	-0.2
COc1ccc(C(=O)/C=C/c2ccc(OCc3ccccc3)cc2)cc1CSCC(=O)O	?	-12	-5	-15	-0.2%	2	-1	-15%	1.5
O=C(c1ccco1)N1CCN(c2nc(-c3ccc(F)cc3)cs2)CC1	0	-42*	3	-6	1.0%	1	2	?	0.2
Cc1ccc(NC(=O)N2CCN(c3cc(-c4noc(C)n4)ccc3C)CC2)c(F)c1	·	-12	-1	-1	-1.3%	-2	1	0%	-0.3
CC1CC(C)CN(C(=O)c2ccc3c(c2)OCCO3)C1 (configuration not stated)	0	4	8	·	1.4%	1	6	·	-0.3
CC(NC(=O)CNC(=O)c1ccco1)c1ccc(S(N)(=O)=O)cc1 (configuration not stated)	-21	7	9	·	1.4%	2	2	-10%	-0.2

Screening results deposited in PubChem BioAssay by National Center for Advancing Translational Sciences (NCATS).

This is a subset; count on the stated rates, not on these rows.
